Menin-MLL TR inh = qHTS Assay for Inhibitors Targeting the Menin-MLL Interaction in MLL Related Leukemias: Competition With Texas Red Labeled MLL-derived Mutant Peptide; O00255; Menin + Texas Red MLL mutant peptide, fluorescence polarization; Potency, µM (series often up to 61.6 µM), without a hit: at the highest dose FP activity change, negative = inhibition, hits mostly inhibitors; hit rate 0.23% among 270,000; active = well fitted inhibition curve with a large enough effect in the polarisation, with a control signal flat, not every such curve was filed as active; inconclusive = small, poorly fitted or top-dose-only effect, or effect the other way, or a change in a side signal; inactive = no such curve, though single readings can be large or run the other way; the % refers to the polarisation; note: potency is the fitted concentration of half-maximal effect; % of control where 0% means no effect; many of its hits are not listed in these tables
PKM2 act = qHTS Assay for Activators of Human Muscle isoform 2 Pyruvate Kinase | Pyruvate kinase PKM (Homo sapiens), P14618 | purified PKM2, Kinase-Glo ATP luminescence, activation; response scale: 0% is enzyme alone, no compound | Potency, µM (highest dose often 57.5 µM), for the others: at the top dose activation, most hits filed as activators | hit rate 0.34% among 260,000 | AID 1631, 2009; note: potency is the fitted concentration of half-maximal effect; % is set by controls: 0 for no effect and ±100 for the full control effect; nearly all actives have a fitted effect of over 55% in size
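hPK-M2, >95% pure; 0.1 mM ADP / 0.5 mM PEP final; imidazole pH7.2 buffer w/ 7 mM MgCl2, 50 mM KCl; 1 h RT; Kinase-Glo lum. Intermediate enzyme activity for dual inhibitor/activator qHTS.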
MBNL1-CUG inh = qHTS Assay for Inhibitors of MBNL1-poly(CUG) RNA binding; Muscleblind-like protein 1 (Homo sapiens), Q9NR56; TR-FRET MBNL1-His/biotin-(CUG)12 binding, 665/545 ratio; Potency, µM (top dose mostly 57.5 µM), for inactives: at the highest dose activity change, negative = inhibition, hits mostly inhibitors; hit rate 0.036% among 280,000; active = well fitted inhibition curve with a large enough effect in the signal ratio, with a control signal flat, not every such curve was filed as active; inconclusive = small, poorly fitted or top-dose-only effect, or effect the other way, or a change in a side signal; inactive = no such curve, though single readings can be large or run the other way; the % refers to the signal ratio; note: potency is the fitted concentration of half-maximal effect; % is set by controls: 0 for no effect and ±100 for the full control effect
Target sequence (Q9NR56 whole entry, looked up): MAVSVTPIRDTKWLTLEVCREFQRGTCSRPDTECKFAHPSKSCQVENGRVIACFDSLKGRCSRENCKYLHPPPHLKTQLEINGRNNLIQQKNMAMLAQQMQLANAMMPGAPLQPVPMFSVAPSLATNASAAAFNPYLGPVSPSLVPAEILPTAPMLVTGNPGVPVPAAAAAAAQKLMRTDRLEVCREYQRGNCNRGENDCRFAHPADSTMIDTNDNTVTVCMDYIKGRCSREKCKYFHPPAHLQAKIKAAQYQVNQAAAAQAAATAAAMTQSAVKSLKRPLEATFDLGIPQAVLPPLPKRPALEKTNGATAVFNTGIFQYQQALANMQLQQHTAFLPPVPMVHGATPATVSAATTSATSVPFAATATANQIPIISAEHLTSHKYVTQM
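Compounds (final 92 nM to 58 uM) are added to His-tagged MBNL1 and biotin-(CUG)12, then terbium anti-His antibody and streptavidin-XL665 (5 nM final). After 60 min at room temperature, the 665/545 nm ratio is read.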
FLuc counter = qHTS profiling assay for firefly luciferase inhibitor/activator using purifed enzyme and Km concentrations of substrates (counterscreen for miR-21 project). purified FLuc, Km substrates, luminescence inhibition. Potency, µM (top dose mostly 57.5 µM), without a hit: top-dose activity change, negative = inhibition, usual class: inhibitors. hit rate 6.9% among 360,000;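 note: potency is the fitted concentration of half-maximal effect; plate controls were vehicle for no effect and reference inhibitor for full effect; nearly all actives have a fitted effect of over 55% in size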
Target sequence (P08659 whole entry, looked up): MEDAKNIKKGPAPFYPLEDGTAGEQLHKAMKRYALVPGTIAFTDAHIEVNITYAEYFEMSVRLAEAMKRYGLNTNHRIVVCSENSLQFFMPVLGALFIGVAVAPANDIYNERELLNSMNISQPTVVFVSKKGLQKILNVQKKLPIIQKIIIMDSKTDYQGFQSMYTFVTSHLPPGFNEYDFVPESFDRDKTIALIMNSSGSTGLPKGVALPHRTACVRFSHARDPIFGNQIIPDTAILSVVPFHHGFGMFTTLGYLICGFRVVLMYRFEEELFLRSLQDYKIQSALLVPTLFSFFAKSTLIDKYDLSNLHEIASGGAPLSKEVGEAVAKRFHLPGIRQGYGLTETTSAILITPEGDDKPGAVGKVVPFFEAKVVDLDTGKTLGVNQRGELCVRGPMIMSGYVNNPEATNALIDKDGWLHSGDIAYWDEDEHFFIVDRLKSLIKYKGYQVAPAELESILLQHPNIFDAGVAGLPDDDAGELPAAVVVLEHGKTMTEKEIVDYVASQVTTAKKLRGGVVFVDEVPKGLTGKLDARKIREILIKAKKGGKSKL
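Purified P. pyralis luciferase, 10 nM final, with Km-level 10 uM D-luciferin and 10 uM ATP in 50 mM Tris acetate pH 7.5, 10 mM Mg acetate, 0.01% Tween-20, 0.05% BSA; 6-point qHTS titration about 60 µM downward; luminescence read.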
Mito fusion act = qHTS Assay for Small Molecule Inhibitors of Mitochondrial Division or Activators of Mitochondrial Fusion; S. cerevisiae fusion-defective mutant growth rescue, CellTiterGlo 48 h; Potency, µM (doses to about 46.1 µM), inactives show at the highest dose growth rescue (activation), actives largely listed as activators; hit rate 0.23% among 320,000; AID 485298, 2010;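 note: potency is the fitted concentration of half-maximal effect; % of control where 0% means no effect; nearly all actives have a fitted effect of over 45% in size; temperature-sensitive fusion mutants such as fzo1-1 at 37 °C on non-fermentable ethanol glycerol medium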
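Luminescent cell viability in 1536-well qHTS format served as the measure of rescued growth in ts fusion-mutant S. cerevisiae cultured on non-fermentable YPEG for 48 hours at 37C.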
ELG1 DNA repair = qHTS screen for small molecules that inhibit ELG1-dependent DNA repair in human embryonic kidney (HEK293T) cells expressing luciferase-tagged ELG1; HEK293T ELG1-luciferase reporter, luminescence, 16 h; DNA damage induced by 5-fluorouridine; hit rate 2.3% among 330,000; Potency, µM (highest dose often 46.1 µM), for inactives: at the top dose activity change, negative = inhibition, actives largely listed as inhibitors; note: potency is the fitted concentration of half-maximal effect; % is set by controls: 0 for no effect and ±100 for the full control effect; nearly all actives have a fitted effect of over 55% in size
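HEK293T cells expressing luciferase-tagged ELG1 (2,000/well) received 5-Fluorouridine plus compound or DMSO for 16 hr at 37 °C. Luciferase was read by ONE-Glo luminescence after 30 min at room temperature.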
NPC1 prom act = qHTS Assay for NPC1 Promoter Activators. hit rate 2.4% among 320,000. Huh7 NPC1 promoter luciferase reporter, 24 h. AID 485313, 2010. Potency, µM (doses to about 9.22 µM), inactives show at the top dose activation, usual class: activators;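 note: potency is the fitted concentration of half-maximal effect; % of control where 0% means no effect; nearly all actives have a fitted effect of over 60% in size; reporter is driven by a mutant NPC1 promoter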
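Stably transfected Huh7 (NPC1 promoter→luciferase), 1500 cells/well in Opti-MEM + 10% FBS, 2 h settle, then compound 24 h at 37 °C. Luminescence after 10 min with Amplite reagent.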
VP16 counter = VP16 counterscreen qHTS for inhibitors of ROR gamma transcriptional activity | Drosophila S2 Gal4-VP16 UAS-luciferase, luminescence, 20 h | Potency, µM (top dose mostly 53.6 µM), without a hit: top-dose activity, negative = inhibition, hits mostly inhibitors | hit rate 3.5% among 310,000 | AID 2546, 2010;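 note: Gal4-VP16 expression switched on by copper sulfate through the metallothionein promoter; potency is the fitted concentration of half-maximal effect; % is set by controls: 0 for no effect and ±100 for the full control effect; nearly all actives have a fitted effect of over 50% in size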
KCNH2 3.1 block = qHTS for Inhibitors of KCHN2 3.1: Mutant qHTS; Potassium voltage-gated channel subfamily H member 2, brain isoform KCNH2 3.1 (human); U2OS KCNH2 3.1, thallium flux FluxOr; active compounds read low; activity change, % (tested at about 1.8 µM); hit rate 0.95% among 340,000;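 active = maximum activity change below -70%; inconclusive = maximum activity change from -70% to -50%; inactive = maximum activity change above -50%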;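 note: thallium influx rate constant from kinetic fluorescence after stimulation buffer; % is set by controls: 0 for no effect and ±100 for the full control effect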
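Virally transduced U2OS (3.1 isoform, 4 h infection in dark at RT) → overnight 37 C → FluxOr + Red40 in HBSS/HEPES, 45 min → stimulation buffer, 2 min kinetic read → rate constant vs DMSO controls.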
Rab9 prom act = qHTS Assay for Rab9 Promoter Activators | AID 485297, 2010 | Huh7 Rab9 promoter-luciferase reporter, luminescence, 24 h | Potency, µM (highest dose often 9.22 µM), inactives show top-dose activation, negative = inhibition, most hits filed as activators | hit rate 2.8% among 320,000; note: potency is the fitted concentration of half-maximal effect; % of control where 0% means no effect; nearly all actives have a fitted effect of over 60% in size
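Promoter activation is measured as luciferase luminescence in Huh7 cells stably transfected with a Rab9 promoter–luciferase construct, following 24 h compound exposure at 37 °C and 10 min reagent incubation at ambient temperature.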
RORgamma inh = qHTS for inhibitors of ROR gamma transcriptional activity | Potency, µM (series often up to 53.6 µM), without a hit: at the top dose activity change, negative = inhibition, usual class: inhibitors | AID 2551, 2010 | hit rate 5.4% among 310,000 | Drosophila S2 Gal4-RORgamma UAS-luciferase reporter, 20 h | Nuclear receptor ROR-gamma (Mus musculus), P51450; note: potency is the fitted concentration of half-maximal effect; % is set by controls: 0 for no effect and ±100 for the full control effect; nearly all actives have a fitted effect of over 60% in size
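Schneider cells (Drosophila), stable Gal4 DBD–ROR gamma + UAS-luc; 1 hr cmpd preincubation; Cu2+ induction 700 uM final; 20 hr ambient; luminescence.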
* marks the source's active call; other numbers are inactive results; u = inconclusive; x = no result given; [ ] = remark or other dose. Unless noted, calls come from the whole dose curve; as a rule, active = well fitted curve in the direction sought with a large enough effect; inconclusive = small, poorly fitted or top-dose-only effect, or another doubt; inactive = no such curve, though single readings can be large; an effect the other way counts as inactive or inconclusive.

cpd | Structure | Menin-MLL TR inh | PKM2 act | MBNL1-CUG inh | FLuc counter | Mito fusion act | ELG1 DNA repair
1 | Cc1ccc(OCC(=O)NNC(=O)C2CSC3(C)CCC(=O)N23)cc1C (stereo unspecified) | x | x | x | 0% | 15% | -5%
2 | CN(C)/C=C1\C(=O)N(c2ccc(Cl)cc2)CS1(=O)=O | 20% | -1% | -8% | 17µM* | 3% | u
3 | COc1c(C)cc(C(=O)C2CCCN(C(=O)c3ccc4cc[nH]c4c3)C2)cc1C (stereo unspecified) | -5% | -2% | -13% | -8% | 12% | u
4 | Cc1ccc(C(=O)CCC(=O)Nc2ncccc2C)cc1 | x | x | x | u | -3% | u
5 | Cc1ccc(-n2ncc(C#N)c2/N=C/N2CCOCC2)cc1 | 17% | 11% | -9% | 5% | 1% | u
6 | CSC1=N/C(=C\C=C\c2cccs2)C(=O)S1 | u | -1% | u | 17µM* | 13% | 5%
7 | COc1cccc(NC(=O)COC(=O)c2c(-c3ccccc3)noc2C)c1 | 14% | 0% | 0% | 2% | 5% | -12%
8 | O=C(COC(=O)c1cc[n+]([O-])cc1)Nc1c(Cl)cccc1C(F)(F)F | x | x | x | -1% | -1% | u
9 | O=C(O)CN1C(=O)Nc2ccc(Br)cc2C1c1ccccc1 (stereo unspecified) | 2% | -5% | -15% | 1% | 2% | -2%
10 | O=C(CSc1nc(Nc2ccccc2)nc(N2CCOCC2)n1)Nc1ccc([N+](=O)[O-])cc1 | u | 7% | 5% | 1% | -18% | u
11 | COCCNC(=O)C(c1ccc(F)cc1)N(Cc1ccco1)C(=O)CCC(=O)Nc1nccs1 (stereo unspecified) | -4% | 1% | -3% | -2% | 4% | 2%
12 | COC(=O)c1ccccc1NC(=O)CCCn1nc([N+](=O)[O-])c(Br)c1C | 7% | 0% | 21% | 1% | 2% | 9%
13 | COC(=O)CC1COc2ccccc2N1C(=O)c1cccc(Cl)c1 (stereo unspecified) | -19% | -5% | -1% | -1% | 4% | 4%
14 | O=C(NCc1csc(-c2cccs2)n1)c1ccccc1 | x | -5% | 31%[activator] | u | -5% | u
15 | Cc1nn(-c2nc3ccccc3s2)c(N)c1-c1ccccc1 | -11% | 2% | -10% | 1.9µM* | 15% | u

cpd | NPC1 prom act | VP16 counter | KCNH2 3.1 block | Rab9 prom act | RORgamma inh
1 | 7% | x | 10 | 0% | x
2 | 3.2µM* | -17% | 1 | u | -18%
3 | 0% | -1% | -4 | -5% | 32%
4 | 2% | x | 16 | 18% | x
5 | -3% | 4% | -2 | -16% | 21%
6 | -5% | x | -5 | -1% | 8%[0.365 µM]
7 | 10% | -3% | -19 | 0% | u
8 | 2% | x | 22 | -1% | x
9 | -3% | 8% | -2 | 2% | -2%
10 | -2% | -20% | -49 | -4% | -18%
11 | 2% | 1% | -6 | 18% | 26%
12 | 1% | 4%[10 µM] | 16 | -1% | 41%
13 | 8% | -2% | -10 | 7% | 27%
14 | u | 4% | -4 | 23% | 30%
15 | 2.5µM* | -6% | -13 | 2.2µM* | u

Continued:
cpd | Structure | Menin-MLL TR inh | PKM2 act | MBNL1-CUG inh | FLuc counter | Mito fusion act | ELG1 DNA repair
16 | COc1cccc(C(=O)N2CCN(Cc3ccc(OC)cc3OC)CC2)c1 | -9% | 0% | u | -2% | 0% | -18%
17 | CCOC(=O)c1[nH]c(C)c(/C(O)=C2\C(=O)C(=O)N(CCN(C)C)C2c2ccco2)c1C (stereo unspecified) | 9% | 0% | 3% | 1% | -1% | 8%
18 | O=C(NCCOC(=O)C1COc2ccccc2O1)C1COc2ccccc2O1 (stereo unspecified) | 0% | -5% | -7% | 4% | -1% | 0%
19 | O=C1c2ccccc2CN1CCSC(=S)N1CCOCC1 | -2% | 0% | -5% | 12µM* | -1% | u
20 | Nc1nonc1-n1nnc(C(=O)N/N=C/c2cccnc2)c1-c1cccs1 | x | x | u | u | 0% | -1%
21 | CCOC(=O)N1CCC(NC(=O)CSCc2nc(-c3sccc3C)oc2C)CC1 | 1% | 3% | 2% | 2% | 0% | u
22 | CCOC(=O)C1CCN(S(=O)(=O)c2ccc3c(c2)NC(=O)C(C)S3)CC1 (stereo unspecified) | 1% | x | -4% | -1% | -6% | -13%
23 | COc1cc(NC(=O)CS(=O)(=O)c2ccccc2)cc(OC)c1OC | 4% | 17% | 3% | 0% | -3% | -6%
24 | CCOc1ccc(N(C(C)C(=O)Nc2cccnc2)S(C)(=O)=O)cc1 (stereo unspecified) | -2% | 2% | 11% | 0% | -5% | 21%
25 | Cc1c(C(=O)OCC(=O)N2CCC(C)CC2)oc2ccccc12 | x | x | x | u | 10% | u
26 | CNC(=O)C1(C)C=CC2(CCCCC2)N1C(=O)OC (stereo unspecified) | 12% | -1% | x | x | x | x
27 | O=C(Cn1c(=O)oc2ccccc21)NCc1ccco1 | -3% | 0% | -4% | 0% | -5% | 11%
28 | O=C(N=Nc1c(O)n(Cc2ccccc2)c2ccccc12)c1ccncc1 | x | -10% | u | 24µM* | 11% | 18µM*
29 | O=C(O)c1ccc(C2(c3ccc(C(=O)O)cc3)OC(=O)c3ccccc32)cc1 | 10% | u | -12% | -2% | -2% | 7%
30 | COc1ccc(-c2nc3ccccc3s2)cc1NC(C)=O | u | 4% | 26% | 6.7µM* | 2% | u
31 | O=C(COc1cccc(-n2cnnn2)c1)N1CCOCC1 | 0% | 0% | -5% | 3% | -5% | -3%
32 | CCOc1ccc(/C=C/C(=O)Nc2ccc(OC)cc2[N+](=O)[O-])cc1 | u | 0% | 8% | -17% | -5% | 28%

cpd | NPC1 prom act | VP16 counter | KCNH2 3.1 block | Rab9 prom act | RORgamma inh
16 | -7% | -2% | 0 | -1% | -6%[1.91 µM]
17 | 0% | 4% | 34 | 0% | 24%
18 | -3% | 3% | -21 | -2% | 12%
19 | 3.5µM* | -14% | 4 | 3.5µM* | -23%
20 | -12% | -5% | 12 | -5% | 15%
21 | 2% | 1% | 7 | 2% | -1%
22 | -7% | -9% | -8 | -4% | 14%
23 | -1% | -1% | 2 | 1% | u
24 | -1% | -4% | -3 | -6% | 33%
25 | 9% | x | 7 | 21% | x
26 | x | 4% | 4 | x | -6%
27 | -2% | 0% | 4 | 12% | 11%
28 | 11% | -8% | -17 | 8% | -21%
29 | 1% | 9% | -8 | -3% | -13%
30 | 2.5µM* | 9%[10 µM] | -20 | 2.2µM* | 20%
31 | 1% | -7% | 11 | 10% | 7%
32 | -3% | -18% | -9 | 9% | -28%

Quoted at random: 2 records from the list, in no set order.
cpd | Structure | Menin-MLL TR inh | PKM2 act | MBNL1-CUG inh | FLuc counter | Mito fusion act | ELG1 DNA repair
19 | O=C1c2ccccc2CN1CCSC(=S)N1CCOCC1 | -2% | 0% | -5% | 12µM* | -1% | u
21 | CCOC(=O)N1CCC(NC(=O)CSCc2nc(-c3sccc3C)oc2C)CC1 | 1% | 3% | 2% | 2% | 0% | u

cpd | NPC1 prom act | VP16 counter | KCNH2 3.1 block | Rab9 prom act | RORgamma inh
19 | 3.5µM* | -14% | 4 | 3.5µM* | -23%
21 | 2% | 1% | 7 | 2% | -1%

Source: PubChem BioAssay (National Center for Advancing Translational Sciences (NCATS))

An excerpt, so the mix of outcomes need not match the whole.
